Assay outcomes: PubChem BioAssay, several laboratories
TROY signal inh: blocks TROY-dependent signaling in reporter cells. Q293 LMP1-TROYcd NF-kB luciferase reporter, 4 h. inhibition, % at 10 µM. 0.98% of 360,000 active. AID 1347056;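 active = compounds whose plate-normalised and pattern-corrected inhibition of the luciferase reporter signal at the single screening dose is 50% or more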
NCOA3 inh: human NCOA3 inhibition; inhibition, % at 3.6 µM; HEK293 GAL4-SRC3 luciferase reporter, luminescence; Q9Y6Q9; AID 588352; 0.17% of 360,000 active;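 active = inhibition above a per-campaign cutoff, the mean of all compounds plus 3 SD, cut at about 60% in these data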;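 note: 0% = DMSO-treated cells and 100% = gossypol-treated cells at 36 µM; higher means less SRC3-driven luciferase light from the GAL4 reporter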
NCOA1 inh: inhibits human SRC1 coactivator | Q15788 | HEK293 GAL4-SRC1 luciferase reporter, luminescence | inhibition, % at 3.6 µM | 0.12% of 360,000 active;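 active = inhibition above the campaign mean plus 3 SD, with each screening campaign given its own cutoff, cut at about 60% in these data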;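 note: 0% = DMSO treated cells and 100% = gossypol at 36 µM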
NR2F2 inh: blocks human COUP-TFII nuclear receptor | P24468 | HEK293T NGFI-A luciferase reporter, luminescence | inhibition, % at 8.6 µM | 0.7% of 370,000 active | AID 686940;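 active = inhibition above a per-plate cutoff, mean inhibition of test wells between control levels plus 3 SD, cut at about 38% in these data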;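 note: cells cotransfected with COUP-TFII expression vector driving the NGFI-A reporter; 0% = median of COUP-TF2 test wells and 100% = reporter-only cells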
TWEAK-Fn14 inh: TWEAK-Fn14 signaling inhibition. TWEAK-stimulated Fn14 reporter cells, luciferase luminescence, 8 h. inhibition, % at 10 µM. 2% of 360,000 active; in the data active = inhibition above about 50%
SRC2 inh: inhibits human steroid receptor coactivator 2 | HEK293 GAL4-SRC2 luciferase reporter, luminescence | inhibition, % at 9 µM | 0.17% of 370,000 active | AID 651957;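 active = inhibition above the mean inhibition of all tested compounds plus 3 SD, set per campaign, cut at about 52% in these data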;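 note: 0% = DMSO treated cells and 100% = cells given Gossypol at 36 µM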
NOD2-RIPK2 inh: inhibitors of human NOD2-RIPK2 interaction | O43353 | CHO BLA complementation NOD2-RIPK2, CCF4 ratio | inhibition, % at 4.98 µM | 0.38% of 360,000 active | AID 624267; in the data active = inhibition above about 21%;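 note: 0% = vehicle only and 100% = reference blocker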
NR5A2 inv ag: inverse agonists of human LRH-1 (NR5A2) | O00482 | HEK293T StAR-luciferase reporter, LRH-1 transfected, 24 h | inhibition, % at 3.6 µM | 0.13% of 360,000 active;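 active = inhibition above the mean inhibition of all tested compounds plus 3 SD, cut at about 73% in these data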;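 note: 0% = DMSO wells and 100% = reporter-only cells lacking LRH-1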
TLR9-MyD88 inh: blocks human TLR9 binding to MyD88; Q9NR96+Q99836; CHO BLA complementation TLR9-MyD88, CCF4 FRET ratio; inhibition, % at 4.98 µM; 0.21% of 340,000 active;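 active = inhibition above the mean over all tested compounds plus 3 SD, cut at about 21% in these data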;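 note: 0% = DMSO only wells and 100% = clavulanate BLA inhibitor control wells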
Target sequence (Q99836 whole entry, looked up): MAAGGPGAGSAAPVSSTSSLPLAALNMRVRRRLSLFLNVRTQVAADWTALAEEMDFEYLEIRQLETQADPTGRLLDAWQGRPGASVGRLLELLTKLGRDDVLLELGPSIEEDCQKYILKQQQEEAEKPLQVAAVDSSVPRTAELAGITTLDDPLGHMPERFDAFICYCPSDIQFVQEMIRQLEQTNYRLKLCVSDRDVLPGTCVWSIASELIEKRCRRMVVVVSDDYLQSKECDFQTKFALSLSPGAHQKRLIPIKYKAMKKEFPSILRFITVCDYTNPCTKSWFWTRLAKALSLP
Target sequence (Q9NR96 whole entry, looked up): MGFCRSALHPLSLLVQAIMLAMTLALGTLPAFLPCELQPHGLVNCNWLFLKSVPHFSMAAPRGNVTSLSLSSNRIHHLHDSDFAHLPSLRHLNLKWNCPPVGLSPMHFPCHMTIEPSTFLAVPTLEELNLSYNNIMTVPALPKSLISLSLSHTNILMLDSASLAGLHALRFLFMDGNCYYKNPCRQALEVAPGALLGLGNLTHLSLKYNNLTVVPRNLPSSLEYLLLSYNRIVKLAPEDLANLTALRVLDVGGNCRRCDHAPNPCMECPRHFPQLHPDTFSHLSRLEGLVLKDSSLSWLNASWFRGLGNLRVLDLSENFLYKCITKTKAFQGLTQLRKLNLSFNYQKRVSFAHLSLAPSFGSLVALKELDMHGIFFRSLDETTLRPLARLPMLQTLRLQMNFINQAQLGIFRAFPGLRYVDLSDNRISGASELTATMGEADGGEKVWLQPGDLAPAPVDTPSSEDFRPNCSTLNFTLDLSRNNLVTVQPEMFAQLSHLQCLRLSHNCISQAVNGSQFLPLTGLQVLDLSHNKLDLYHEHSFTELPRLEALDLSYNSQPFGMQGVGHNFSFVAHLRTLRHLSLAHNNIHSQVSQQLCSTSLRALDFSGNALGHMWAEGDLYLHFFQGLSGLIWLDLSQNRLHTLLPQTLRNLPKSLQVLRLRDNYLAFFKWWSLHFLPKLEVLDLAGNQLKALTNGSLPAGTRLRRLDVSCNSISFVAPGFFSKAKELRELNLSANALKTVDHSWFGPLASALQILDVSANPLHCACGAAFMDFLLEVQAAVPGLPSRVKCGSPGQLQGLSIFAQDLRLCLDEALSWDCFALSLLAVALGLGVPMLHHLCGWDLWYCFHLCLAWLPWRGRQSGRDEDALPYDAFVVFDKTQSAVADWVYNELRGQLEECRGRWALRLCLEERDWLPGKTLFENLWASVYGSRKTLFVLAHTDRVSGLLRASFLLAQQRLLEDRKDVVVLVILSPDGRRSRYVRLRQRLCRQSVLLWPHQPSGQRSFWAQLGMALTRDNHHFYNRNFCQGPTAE
C8 TRAIL sens: sensitizes caspase-8 expressing cells to TRAIL | inhibition (viability loss, TRAIL sensitization), % at 10 µM | 1% of 360,000 active | NB7+C8 cells + TRAIL, ATPlite viability luminescence;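 active = compounds causing at least 50% loss of cell viability in the single-dose screen, relative to plate controls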
EBV LMP1 NFkB: reduces LMP1-driven NF-kappaB luciferase signal; LMP1-induced NF-kappaB luciferase reporter cells, luminescence; inhibition, % at 12.5 µM; 0.69% of 350,000 active; in the data active = inhibition above about 41%;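 note: 0% = neutral control wells and 100% = reference inhibitor control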
An asterisk follows results filed as active; nt = not tested or not shown.

[1] CCN(CC)S(=O)(=O)c1ccc(/C=C/C(=O)OCC(=O)NNC(=O)c2ccc(OC)cc2)cc1
[2] CC1CC(O)C(C)CN1 (stereo not drawn)
[3] COC(=O)c1cc(NC(=O)C2CC(=O)NC(=NCc3ccc(OC)cc3)S2)cc(C(=O)OC)c1 (stereo not drawn)
[4] CC(=O)c1ccc(NC(=O)C(C)Sc2nnnn2C)cc1 (stereo not drawn)
[5] NC(=O)C1CCN(C(=O)c2ccc(OCC(=O)Nc3cccc(C(F)(F)F)c3)cc2)CC1
[6] COC(=O)[C@@]12C[C@@H](CC(=O)NCc3ccc(C)o3)C(=O)N(Cc3ccco3)C1=CCC(C)(C)C2
assay / entry	1	2	3	4	5	6
TROY signal inh	-7	-11	6	-4	16	nt
NCOA3 inh	-23	-1	6	-8	-34	nt
NCOA1 inh	-6	6	-5	-32	-12	nt
NR2F2 inh	-14	13	2	0	2	-2
TWEAK-Fn14 inh	9	-3	-1	-9	4	nt
SRC2 inh	-5	5	-34	-10	-2	3
NOD2-RIPK2 inh	-2	-1	0	-12	-4	-2
NR5A2 inv ag	5	0	3	23	-4	-12
TLR9-MyD88 inh	-4	-5	-11	2	-5	nt
C8 TRAIL sens	-2	6	-5	-9	-9	-19
EBV LMP1 NFkB	-9	1	3	-2	7	nt

[7] Cc1ccc(S(=O)(=O)c2nc(-c3cccs3)oc2SCC(N)=O)cc1
[8] O=C(COC(=O)CCOc1ccccc1)NCCC1=CCCCC1
[9] O=C(CN(C(=O)c1csnn1)c1cccc2c1CCCC2)NCc1ccc(F)cc1
[10] CN1CCN(Cc2ccc(OCc3ccccc3)cc2)CC1
[11] Cc1oc(-c2ccc(Cl)cc2)cc1C(=O)O
[12] O=c1c([N+](=O)[O-])cc(C(F)(F)F)cn1Cc1c(Cl)cccc1Cl
assay / entry	7	8	9	10	11	12
TROY signal inh	-12	15	2	33	4	2
NCOA3 inh	-2	10	22	-56	-36	0
NCOA1 inh	3	-10	11	-59	-45	8
NR2F2 inh	3	-9	0	-27	-23	-4
TWEAK-Fn14 inh	9	16	40	23	28	10
SRC2 inh	2	-20	-7	-61	-35	0
NOD2-RIPK2 inh	10	-9	-4	10	-2	11
NR5A2 inv ag	1	10	-12	-123	-45	-3
TLR9-MyD88 inh	10	0	3	1	-7	0
C8 TRAIL sens	7	-6	-12	-1	16	-1
EBV LMP1 NFkB	-9	3	-13	5	-39	4

Nothing new here: an excerpt of the list.
[6] COC(=O)[C@@]12C[C@@H](CC(=O)NCc3ccc(C)o3)C(=O)N(Cc3ccco3)C1=CCC(C)(C)C2
[7] Cc1ccc(S(=O)(=O)c2nc(-c3cccs3)oc2SCC(N)=O)cc1
[8] O=C(COC(=O)CCOc1ccccc1)NCCC1=CCCCC1
[9] O=C(CN(C(=O)c1csnn1)c1cccc2c1CCCC2)NCc1ccc(F)cc1
[10] CN1CCN(Cc2ccc(OCc3ccccc3)cc2)CC1
assay / entry	6	7	8	9	10
TROY signal inh	nt	-12	15	2	33
NCOA3 inh	nt	-2	10	22	-56
NCOA1 inh	nt	3	-10	11	-59
NR2F2 inh	-2	3	-9	0	-27
TWEAK-Fn14 inh	nt	9	16	40	23
SRC2 inh	3	2	-20	-7	-61
NOD2-RIPK2 inh	-2	10	-9	-4	10
NR5A2 inv ag	-12	1	10	-12	-123
TLR9-MyD88 inh	nt	10	0	3	1
C8 TRAIL sens	-19	7	-6	-12	-1
EBV LMP1 NFkB	nt	-9	3	-13	5

(more compounds)
[13] CCC(CC)C(=O)Nc1cccc(C(=O)Nc2ccc(S(N)(=O)=O)cc2)c1
[14] Cc1ccn2c(=O)nc(SCC(=O)N3CCC(Cc4ccccc4)CC3)nc2c1
[15] FC(F)(F)c1ccccc1NC(=S)N1CCCCCC1
[16] Cc1ccc(OCCNC(=O)CCNS(=O)(=O)c2ccc3ccccc3c2)cc1
[17] Cc1cccc(C(=O)Nc2ccc(C(=O)Nc3ccc(O)cc3)cc2)c1
[18] CC(C)Cn1cnc2c1c(=O)[nH]c(=O)n2Cc1ccccc1
assay / entry	13	14	15	16	17	18
TROY signal inh	14	15	3	17	-5	23
NCOA3 inh	3	-5	1	8	23	-14
NCOA1 inh	-6	-4	-19	-10	-20	9
NR2F2 inh	21	10	-7	4	-21	-3
TWEAK-Fn14 inh	-1	2	-1	6	-17	0
SRC2 inh	9	-13	2	11	9	-2
NOD2-RIPK2 inh	-1	-7	-9	-14	0	4
NR5A2 inv ag	-12	-1	5	1	21	0
TLR9-MyD88 inh	-10	3	2	-7	-4	-1
C8 TRAIL sens	16	-30	-41	-13	68*	-2
EBV LMP1 NFkB	-2	-1	-4	2	0	1

4 entries from above, with two lines to a compound:
The line under a structure holds: TROY signal inh | NCOA3 inh | NCOA1 inh | NR2F2 inh | TWEAK-Fn14 inh | SRC2 inh | NOD2-RIPK2 inh | NR5A2 inv ag | TLR9-MyD88 inh | C8 TRAIL sens | EBV LMP1 NFkB
15	FC(F)(F)c1ccccc1NC(=S)N1CCCCCC1
→ 3 | 1 | -19 | -7 | -1 | 2 | -9 | 5 | 2 | -41 | -4
16	Cc1ccc(OCCNC(=O)CCNS(=O)(=O)c2ccc3ccccc3c2)cc1
→ 17 | 8 | -10 | 4 | 6 | 11 | -14 | 1 | -7 | -13 | 2
14	Cc1ccn2c(=O)nc(SCC(=O)N3CCC(Cc4ccccc4)CC3)nc2c1
→ 15 | -5 | -4 | 10 | 2 | -13 | -7 | -1 | 3 | -30 | -1
17	Cc1cccc(C(=O)Nc2ccc(C(=O)Nc3ccc(O)cc3)cc2)c1
→ -5 | 23 | -20 | -21 | -17 | 9 | 0 | 21 | -4 | 68* | 0

Additional compounds follow.
[19] COc1cc(NC(=O)COC(=O)CO/N=C(\C)c2ccc3c(c2)OCO3)cc(OC)c1OC
[20] Cc1ccc2c(C)c(C(=O)N3CCC(C(N)=O)(N4CCCCC4)CC3)oc2c1C
[21] O=C1CCCC(NCCCCCCNC2=C([N+](=O)[O-])C(=O)CCC2)=C1[N+](=O)[O-]
[22] N#Cc1c(N2CCCCC2)nc(N)c2c(N)nc3c(c12)CC(c1ccccc1)O3 (stereo not drawn)
[23] Cc1cc(NC(=O)CCCn2nc(C)c([N+](=O)[O-])c2C)no1
[24] CCOc1cc(/C=N/NC(N)=O)cc(Br)c1OCc1ccccc1F
assay / entry	19	20	21	22	23	24
TROY signal inh	-1	15	-9	2	15	2
NCOA3 inh	-5	-2	-25	-12	10	12
NCOA1 inh	1	-15	-24	4	3	-24
NR2F2 inh	2	-3	-5	1	8	-5
TWEAK-Fn14 inh	-10	-2	-3	27	8	12
SRC2 inh	5	-29	4	3	5	-7
NOD2-RIPK2 inh	-13	8	-7	13	7	-9
NR5A2 inv ag	-11	-7	15	3	7	7
TLR9-MyD88 inh	-1	-7	-10	0	-3	6
C8 TRAIL sens	-2	6	12	-28	-1	6
EBV LMP1 NFkB	-2	3	3	-9	-7	-5

[25] COc1cc([N+](=O)[O-])ccc1NC(=O)Cn1ccsc1=N
[26] Cc1ccc(Cn2c(CCNc3nc(-c4ccc(Cl)c([N+](=O)[O-])c4)cs3)nc3cc(C(=O)NCCCO)ccc32)cc1
[27] COC(=O)C1=C(C)NC(=O)/C1=C\c1cc(C)n(-c2cccc(C)c2)c1C
[28] COc1ccc(/C=C/C(=O)Nc2ccc(-c3nnc4n3CCCCC4)cc2)c(OC)c1
[29] NC(Cc1ccccc1)c1csc(Nc2ccc(C(F)(F)F)cn2)n1 (stereo not drawn)
[30] NC(=O)COc1ccc(C2c3c(oc4ccccc4c3=O)C(=O)N2CC2CCCO2)cc1 (stereo not drawn)
assay / entry	25	26	27	28	29	30
TROY signal inh	-18	7	-15	-4	9	-8
NCOA3 inh	6	-7	2	2	-15	-10
NCOA1 inh	7	-41	-2	6	0	-10
NR2F2 inh	10	14	7	3	-8	-1
TWEAK-Fn14 inh	-1	21	2	-5	24	10
SRC2 inh	14	9	-2	-11	-7	5
NOD2-RIPK2 inh	4	7	2	0	1	-1
NR5A2 inv ag	47	20	-1	17	-6	-19
TLR9-MyD88 inh	-13	1	-131	-7	nt	-3
C8 TRAIL sens	0	21	-9	-6	-11	11
EBV LMP1 NFkB	-3	2	6	19	nt	-14

Looked up above:
no. 29 | NCOA1 inh: 0
no. 28 | NCOA1 inh: 6
no. 25 | C8 TRAIL sens: 0
no. 27 | TROY signal inh: -15
no. 30 | NR2F2 inh: -1

The results go on:
[31] COc1ccc(C(=O)NC(=S)Nc2ccc3oc(=O)ccc3c2)cc1
[32] O=C(Nc1ccccc1Cl)c1ccc(=O)[nH]n1
[33] CCOC(=O)N1CCC(NC(=O)Cn2cc3c(n2)CCCC3)CC1
[34] Cc1cc(NC(=O)CSc2nnc(N)s2)c([N+](=O)[O-])cc1C
[35] O=C(CN1C(=O)NC2(CCCCC2)C1=O)N1CCN(S(=O)(=O)c2ccc(Cl)s2)CC1
[36] COc1ccc(N2CCN(CCS(=O)(=O)c3cc(Cl)ccc3Cl)CC2)cc1
assay / entry	31	32	33	34	35	36
TROY signal inh	22	-8	-10	-9	6	-11
NCOA3 inh	-1	9	18	14	-16	2
NCOA1 inh	6	-25	-3	-1	-7	-1
NR2F2 inh	14	-20	13	3	-2	7
TWEAK-Fn14 inh	-5	10	-7	-10	5	6
SRC2 inh	14	-31	-19	8	-14	10
NOD2-RIPK2 inh	-8	2	4	1	-5	10
NR5A2 inv ag	0	14	1	0	-15	14
TLR9-MyD88 inh	-1	1	-6	-6	4	2
C8 TRAIL sens	3	-13	-5	-16	-4	-2
EBV LMP1 NFkB	10	-1	-2	-5	-9	-8

[37] Oc1nc(Nc2ccccc2)sc1/C=C1\C=Nc2ccccc21
[38] Nc1cccc2[nH]c(=O)c3ccccc3c12
[39] CCCCCN(C(=O)CCC(=O)OCC(=O)N1C(C)CCCC1C)c1c(N)n(CCCC)c(=O)[nH]c1=O (stereo not drawn)
[40] O=S(=O)(NC1CCC(NS(=O)(=O)c2c(F)cccc2F)CC1)c1ccc2c(c1)OCCO2 (stereo not drawn)
[41] COc1ccccc1/C=C/C=N/NC(=O)Cc1cccn1C
[42] CC(=O)Nc1cccc(/C(C)=N/Nc2nc3ccccc3s2)c1
[43] Cc1ccc(SCc2c(C(=O)N/N=C/c3cccs3)nnn2-c2nonc2N)cc1
[44] Cc1nc(CN2CCCCC2)cc(=O)[nH]1
assay / entry	37	38	39	40	41	42	43	44
TROY signal inh	-41	-3	3	-4	-1	23	40	7
NCOA3 inh	-11	-18	11	0	-18	-101	1	6
NCOA1 inh	-68	0	7	-7	-19	-70	-18	-8
NR2F2 inh	-28	7	1	-18	-11	-52	-5	12
TWEAK-Fn14 inh	-13	30	3	0	5	35	12	14
SRC2 inh	-36	-29	0	-25	-43	-12	-22	2
NOD2-RIPK2 inh	6	-5	-3	5	5	-1	0	-6
NR5A2 inv ag	-22	-20	-5	-11	-34	-153	-25	-3
TLR9-MyD88 inh	-2	2	-11	-1	-11	-8	2	-11
C8 TRAIL sens	4	9	11	-2	-9	33	16	11
EBV LMP1 NFkB	-115	7	2	-4	3	-46	0	-8

Only part of the results is shown. The share of hits here may be higher or lower than overall.
